# Mtb BioA inh – blocks M. tuberculosis BioA enzyme activity; purified M. tuberculosis BioA enzyme, plate reader; inhibition, % at 9.99 µM; hit rate 0.096% among 360,000; AID 602481; in the data active means inhibition above about 40%
# Active calls of the source: *. The list is partial. The share of hits here may be higher or lower than overall.
Molecule,Mtb BioA inh
C[C@H](CO)N1C[C@H](C)[C@H](CN(C)C(=O)Nc2ccc(F)cc2)Oc2ccc(NS(=O)(=O)c3ccccc3)cc2CC1=O,-2.4
COc1cccc(CNC(=O)C[C@H]2C=C[C@H](NC(=O)C3CCC3)[C@H](CO)O2)c1,0.6
O=C(NCc1ccccc1)[C@H]1[C@H](CO)[C@H]2Cn3c(cccc3=O)[C@@H]1N2Cc1ccccn1,0.8
COc1ccccc1C#Cc1ccc2c(c1)O[C@H](CN(C)Cc1cccnc1)[C@@H](C)CN([C@@H](C)CO)S2(=O)=O,-1.5
CO[C@H]1CN(C)C(=O)c2cc(NS(=O)(=O)c3ccccc3)ccc2OC[C@@H](C)NC[C@H]1C,-2.9
CCN1[C@@H]2c3ccc(-c4cccc(OC)c4)c(=O)n3C[C@@H]2[C@@H](CO)[C@@H]1C(=O)N(C)C,-1.5
O=C(NCC[C@H]1CC[C@H](NS(=O)(=O)c2cccc(F)c2)[C@@H](CO)O1)C1CC1,-0.4
C[C@H](CO)N1C[C@H](C)[C@H](CN(C)CC2CCOCC2)Oc2ncc(-c3ccc(F)cc3)cc2C1=O,-1.2
CC=Cc1ccc2n(c1=O)C[C@@H]1[C@@H](CO)[C@H](C(=O)NCc3ccccc3F)N[C@H]21 (mixture of isomers),-2.0
COc1cccc(NC(=O)N[C@@H]2CC[C@H](CC(=O)NCc3ccccn3)O[C@H]2CO)c1,-1.8
C[C@@H]1CCCCO[C@H](CN(C)S(=O)(=O)c2cccs2)[C@H](C)CN([C@H](C)CO)C(=O)c2cc(NS(=O)(=O)c3ccccc3)ccc2O1,-2.5
C[C@@H]1CN([C@H](C)CO)C(=O)c2cccc(NC(=O)c3ccc(-c4nccs4)cc3)c2O[C@@H]1CN(C)C(=O)Nc1ccc(C(F)(F)F)cc1,-1.6
C[C@@H]1CN([C@@H](C)CO)C(=O)c2cc(NC(=O)Nc3ccc4c(c3)OCO4)ccc2O[C@H]1CN(C)Cc1ccc(C(=O)O)cc1,-0.8
CO[C@@H]1CC[C@@H]2CCOc3ccc(C#N)cc3C(=O)N(C)C[C@@H](C)C(=O)N(C)C[C@@H]1O2,-1.3
Cc1ccc(S(=O)(=O)Nc2ccc3c(c2)CC(=O)N([C@H](C)CO)C[C@H](C)[C@@H](CN(C)Cc2ccc(Oc4ccccc4)cc2)O3)cc1,-1.5
CO[C@H]1CN(C)C(=O)c2ccc(NS(C)(=O)=O)cc2OC[C@@H](C)N(C(=O)C2CCCC2)C[C@H]1C,6.2
C[C@H]1CN([C@@H](C)CO)C(=O)c2cccc(NS(C)(=O)=O)c2O[C@@H]1CN(C)C,-0.9
COc1ccc(S(=O)(=O)Nc2ccc3c(c2)[C@H]2C[C@H](CC(=O)N(C)C)O[C@@H](CO)[C@H]2O3)cc1,0.8
CN1C(=O)c2cc(NC(=O)Nc3ccccc3)ccc2OC[C@H]2O[C@@H](CC(=O)O)CC[C@H]21,7.1
C[C@@H]1CN([C@H](C)CO)C(=O)Cc2cc(NS(C)(=O)=O)ccc2O[C@@H]1CN(C)CC1CC1,0.2
C[C@@H]1CN([C@H](C)CO)C(=O)c2cc(C#CCc3ccccc3)cnc2O[C@H]1CN(C)Cc1ccccn1,4.4
COC(=O)[C@@H]1[C@@H](CO)[C@@H]2Cn3c(ccc(/C=C/c4ccccc4)c3=O)[C@H]1N2C(=O)C1CC1,-0.8
C[C@@H]1CN([C@@H](C)CO)C(=O)c2cc(NC(=O)CCC(F)(F)F)ccc2O[C@H]1CN(C)Cc1ccc(C(F)(F)F)cc1,3.5
O=C(C1CC1)N1CC[C@@H]2[C@H](CO)Nc3ccc(-c4cccc(F)c4)cc3[C@@H]21,8.2
C[C@H](CO)N1C[C@H](C)[C@@H](CN(C)S(=O)(=O)c2ccc(F)cc2)Oc2ccc(NC(=O)NC3CCCCC3)cc2CC1=O,-1.3
C[C@@H]1CN([C@@H](C)CO)S(=O)(=O)c2ccc(C3=CCCCC3)cc2O[C@H]1CN(C)C(=O)CC1CC1,-0.1
COc1cccc(C(=O)Nc2ccc3c(c2)OC[C@@H](C)N(CC2CC2)C[C@@H](C)[C@@H](OC)CN(C)C3=O)c1,1.6
COC(=O)C[C@H]1C=C[C@H](NC(=O)c2ccccc2)[C@@H](CO)O1,3.4
C[C@H](CO)N1C[C@H](C)[C@H](CN(C)C(=O)Nc2ccc(F)cc2)Oc2ccc(NC(=O)C3CC3)cc2CC1=O,-0.9
CN1C(=O)c2cc(NC(=O)c3cnccn3)ccc2OC[C@H]2O[C@H](CC(=O)N[C@@H]3CCN(Cc4ccccc4)C3)CC[C@@H]21,-0.2

# Four structures already listed, sorted by molecular weight, highest first:
Molecule,Mtb BioA inh
CO[C@H]1CN(C)C(=O)c2cc(NS(=O)(=O)c3ccccc3)ccc2OC[C@@H](C)NC[C@H]1C,-2.9
C[C@@H]1CN([C@H](C)CO)C(=O)Cc2cc(NS(C)(=O)=O)ccc2O[C@@H]1CN(C)CC1CC1,0.2
COc1cccc(CNC(=O)C[C@H]2C=C[C@H](NC(=O)C3CCC3)[C@H](CO)O2)c1,0.6
COC(=O)C[C@H]1C=C[C@H](NC(=O)c2ccccc2)[C@@H](CO)O1,3.4

# Going on with the list.
Molecule,Mtb BioA inh
C[C@@H]1CN([C@@H](C)CO)C(=O)c2cc(C3=CCCC3)cnc2O[C@H]1CN(C)C(=O)c1cccnc1,-0.4
CN1C(=O)c2cc(NC(=O)c3cccs3)ccc2OC[C@H]2O[C@@H](CC(=O)NCCN3CCCCC3)CC[C@H]21,-3.4
COc1ccc(CN(C)C[C@H]2OCCCC[C@@H](C)Oc3ccc(NS(=O)(=O)c4ccccc4)cc3C(=O)N([C@H](C)CO)C[C@H]2C)cc1,0.0
COc1ccc(NC(=O)Nc2ccc3c(c2)C(=O)N([C@@H](C)CO)C[C@H](C)[C@@H](CN(C)C(=O)Nc2ccc(C(F)(F)F)cc2)OCCCC[C@H](C)O3)cc1,-2.4
COc1ccccc1NC(=O)N[C@@H]1CC[C@@H](CC(=O)N2CCC(Cc3ccccc3)CC2)O[C@H]1CO,-0.1
COc1ccc(NC(=O)Nc2cccc3c2O[C@@H](CN(C)C(=O)Nc2c(C)noc2C)[C@@H](C)CN([C@@H](C)CO)C3=O)cc1,0.4
C[C@@H]1CN([C@H](C)CO)C(=O)c2cc(C3=CCCC3)cnc2O[C@H]1CN(C)C(=O)CN1CCOCC1,-1.7
Cc1ccc(S(=O)(=O)N(C)C[C@H]2Oc3ccc(NC(=O)Cn4cnnn4)cc3C(=O)N([C@@H](C)CO)C[C@H]2C)cc1,2.0
C[C@@H]1CN([C@H](C)CO)C(=O)Cc2cc(NC(=O)Nc3ccccc3)ccc2O[C@H]1CN(C)C(=O)Nc1ccc(F)cc1,0.8
COC(=O)C[C@H]1C[C@@H]2c3cc(NS(C)(=O)=O)ccc3O[C@@H]2[C@H](CO)O1,6.2
COc1ccc(NC(=O)N(C)C[C@H]2Oc3ccc(NS(=O)(=O)c4c(C)noc4C)cc3C(=O)N([C@@H](C)CO)C[C@H]2C)cc1,-3.2
Cc1noc(C)c1NC(=O)N(C)C[C@@H]1OCCCC[C@@H](C)Oc2ccc(NC(=O)C3CCCCC3)cc2C(=O)N([C@@H](C)CO)C[C@@H]1C,2.5
COc1cccc(NC(=O)C[C@H]2CC[C@@H]3[C@@H](COc4ccc(NC(=O)C5CCCCC5)cc4C(=O)N3C)O2)c1,2.7
COCC#Cc1ccc([C@H]2[C@H](CO)N3CCCCN(C(=O)CN(C)C)C[C@@H]23)cc1,0.3
CCCC#Cc1cnc2c(c1)C(=O)N([C@@H](C)CO)C[C@H](C)[C@@H](CN(C)C(=O)Nc1ccccc1F)O2,0.2
CCCC#Cc1ccc2c(c1)O[C@H](CN(C)Cc1cncnc1)[C@@H](C)CN([C@@H](C)CO)S2(=O)=O,1.3
C[C@H]1CCCCO[C@@H](CN(C)C(=O)c2ccccc2)[C@@H](C)CN([C@@H](C)CO)C(=O)c2cc(NS(=O)(=O)c3cn(C)cn3)ccc2O1,0.2
O=C(Nc1ccc(F)cc1)N1C[C@H]2[C@@H](c3ccccc31)[C@@H](CO)N2C(=O)Cc1cccnc1,-4.2
COc1ccc(C#Cc2ccc([C@H]3[C@H]4CN(S(=O)(=O)c5cn(C)cn5)CCCCN4[C@H]3CO)cc2)cc1,0.3
O=C(CC(F)(F)F)N1C[C@H]2[C@@H](c3ccccc31)[C@@H](CO)N2C(=O)C1CC1,-2.7
COc1ccc(NC(=O)N(C)C[C@@H]2OCCCC[C@H](C)Oc3ccc(NS(=O)(=O)c4ccc(F)cc4)cc3C(=O)N([C@@H](C)CO)C[C@@H]2C)cc1,-0.6
COCC(=O)N(C)C[C@@H]1Oc2cc(-c3ccccc3)ccc2S(=O)(=O)N([C@@H](C)CO)C[C@@H]1C,0.8
COc1ccc(NC(=O)Nc2ccc3c(c2)CC(=O)N([C@@H](C)CO)C[C@@H](C)[C@@H](CN(C)Cc2ccncc2)O3)cc1,-1.0
C[C@@H]1CN([C@@H](C)CO)S(=O)(=O)c2ccc(C#CC(C)(C)O)cc2O[C@H]1CN(C)C(=O)CN(C)C,-1.9
C[C@@H]1CN([C@@H](C)CO)C(=O)c2cc(-c3ccc(F)cc3)cnc2O[C@@H]1CN(C)S(C)(=O)=O,-0.2
O=C(Nc1cc(F)ccc1F)N1CCCCN2[C@H](CO)[C@@H](c3ccc(-c4cncnc4)cc3)[C@H]2C1,0.2
COCCNC(=O)C[C@@H]1C[C@H]2c3cc(NC(=O)CC4CC4)ccc3O[C@H]2[C@H](CO)O1,4.7
O=C(CCN1CCCCC1)N[C@H]1C=C[C@@H](CC(=O)N2CCC(Cc3ccccc3)CC2)O[C@H]1CO,3.9
C[C@@H]1CN([C@H](C)CO)C(=O)c2cc(NC(=O)CCC(F)(F)F)ccc2O[C@H]1CN(C)S(=O)(=O)c1ccc(F)cc1,0.9
O=C(C1CC1)N1[C@@H](CO)[C@@H]2c3ccccc3NC[C@@H]21,11.6

# Quoted from the listing.
# Entry of `CCCC#Cc1ccc2c(c1)O[C@H](CN(C)Cc1cncnc1)[C@@H](C)CN([C@@H](C)CO)S2(=O)=O` under Mtb BioA inh: 1.3
# Entry of `COc1ccc(NC(=O)Nc2cccc3c2O[C@@H](CN(C)C(=O)Nc2c(C)noc2C)[C@@H](C)CN([C@@H](C)CO)C3=O)cc1` under Mtb BioA inh: 0.4
# Entry of `COc1ccc(C#Cc2ccc([C@H]3[C@H]4CN(S(=O)(=O)c5cn(C)cn5)CCCCN4[C@H]3CO)cc2)cc1` under Mtb BioA inh: 0.3

# Going on with the list:
Molecule,Mtb BioA inh
C[C@@H]1CN([C@H](C)CO)C(=O)c2cc(NC(=O)Cc3ccccc3)ccc2O[C@@H](C)CCCCO[C@H]1CN(C)S(=O)(=O)c1cccs1,-3.6
C[C@H]1CN([C@@H](C)CO)C(=O)c2cc(NC(=O)Nc3ccc(F)cc3)ccc2O[C@H]1CN(C)Cc1ccccc1,-0.5
CC(C)(C)[S@@](=O)N1Cc2cc(C(=O)N3CCc4ccccc4C3)nc(-c3cccc(-c4cncnc4)c3)c2[C@H]1CCO,-0.8
C[C@@H]1CN([C@@H](C)CO)C(=O)c2c(c3ccccc3n2C)-c2ccccc2CO[C@@H]1CN(C)C(=O)Nc1ccc2c(c1)OCO2,-2.0
C[C@@H]1CCCCO[C@@H](CN(C)S(=O)(=O)c2ccc(F)cc2)[C@@H](C)CN([C@H](C)CO)C(=O)c2cc(NC(=O)c3ccncc3)ccc2O1,-4.1
O=C(N[C@@H]1CC[C@H](CCNS(=O)(=O)Cc2ccccc2)O[C@H]1CO)c1ccc2c(c1)OCO2,3.5
C[C@@H]1CN([C@H](C)CO)C(=O)c2cc(C#CCN(C)C)cnc2O[C@@H]1CN(C)S(=O)(=O)c1ccccc1,-1.2
CC(C)NC(=O)N1[C@H](C#N)[C@H](c2ccc(C#CC3CCCCC3)cc2)[C@@H]1CO,-1.5
C[C@@H]1CCCCO[C@@H](CN(C)S(=O)(=O)c2cn(C)cn2)[C@H](C)CN([C@H](C)CO)C(=O)c2cc(NS(=O)(=O)c3cccs3)ccc2O1,-2.3
Cc1ccc(S(=O)(=O)N[C@@H]2CC[C@@H](CC(=O)NCc3ccncn3)O[C@H]2CO)cc1,0.3
CC(C)COC(=O)N(C)C[C@@H]1OCc2ccccc2-c2ccccc2C(=O)N([C@H](C)CO)C[C@H]1C,-0.4
CO[C@@H]1CN(C)C(=O)c2ccc(NS(=O)(=O)c3ccccc3)cc2OC[C@@H](C)N(Cc2cccnc2)C[C@H]1C,-1.4
CCCC(=O)Nc1ccc2c(c1)C(=O)N(C)[C@H]1CC[C@@H](CC(=O)NCCc3ccccc3)O[C@@H]1CO2,-1.1
CNC[C@@H]1Oc2c(NC(=O)Nc3ccc(F)cc3)cccc2C(=O)N([C@H](C)CO)C[C@H]1C,-4.0
Cc1ccc(S(=O)(=O)Nc2ccc3c(c2)C(=O)N([C@H](C)CO)C[C@H](C)[C@@H](CN(C)C(=O)Nc2ccc(C(F)(F)F)cc2)OCCCC[C@@H](C)O3)cc1,-0.2
CC(C)NC(=O)N(C)C[C@H]1Oc2ccc(NC(=O)Cc3cn(C)c4ccccc34)cc2CC(=O)N([C@@H](C)CO)C[C@H]1C,-2.2
CCNC(=O)[C@@H]1[C@@H](CO)[C@@H]2Cn3c(cccc3=O)[C@@H]2N1Cc1ccccc1Cl,0.9
CC(C)NC(=O)N(C)C[C@@H]1Oc2ccc(NC(=O)CCCN(C)C)cc2C(=O)N([C@@H](C)CO)C[C@@H]1C,5.1
CN1c2ccc(Br)cc2[C@H]2[C@H](CCN2S(=O)(=O)c2ccccc2)[C@@H]1CO,8.7
CN1[C@@H]2c3ccc(-c4cccc(F)c4)c(=O)n3C[C@@H]2[C@@H](CO)[C@@H]1C(=O)NCc1ccccn1,4.2
Cc1ccc(S(=O)(=O)N(C)C[C@@H]2Oc3ncc(/C=C/c4ccccc4)cc3C(=O)N([C@H](C)CO)C[C@@H]2C)cc1,0.6

# Quoted at random: 2 entries already listed, in no set order.
Molecule,Mtb BioA inh
CN1[C@@H]2c3ccc(-c4cccc(F)c4)c(=O)n3C[C@@H]2[C@@H](CO)[C@@H]1C(=O)NCc1ccccn1,4.2
C[C@@H]1CN([C@@H](C)CO)C(=O)c2c(c3ccccc3n2C)-c2ccccc2CO[C@@H]1CN(C)C(=O)Nc1ccc2c(c1)OCO2,-2.0
